ATG4B inh – blocks human ATG4B protease cleavage of LC3 substrate | Q9Y4P1 | inhibition, % at 8.33 µM | ATG4B cleavage of LC3-PLA2, NBD-HPC fluorescence, 1 h | 0.51% of 340,000 active; in the data active = inhibition above about 40%
PfGluPho inh – PfG6PD (Plasmodium falciparum) enzyme inhibition. PfGluPho enzyme, NADPH resazurin-diaphorase fluorescence. inhibition, % at 20 µM. 0.78% of 350,000 active. AID 504690;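 active = inhibition reaching at least a set limit at 20 µM in the primary screen, cut at about 59% in these data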;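 note: 0% = DMSO wells with substrate and 100% = DMSO wells lacking glucose-6-phosphate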
SENP8 inh – blocks human SENP8 cleavage of Nedd8 substrate. Q96LD8. recombinant SENP8, Nedd8 substrate fluorescence. inhibition, % at 20 µM. 0.64% of 360,000 active. AID 602440; in the data active = inhibition mostly above about 40%, no sharp cut-off; inactive = mostly below about 27%
Target sequence (Q96LD8 whole entry, looked up): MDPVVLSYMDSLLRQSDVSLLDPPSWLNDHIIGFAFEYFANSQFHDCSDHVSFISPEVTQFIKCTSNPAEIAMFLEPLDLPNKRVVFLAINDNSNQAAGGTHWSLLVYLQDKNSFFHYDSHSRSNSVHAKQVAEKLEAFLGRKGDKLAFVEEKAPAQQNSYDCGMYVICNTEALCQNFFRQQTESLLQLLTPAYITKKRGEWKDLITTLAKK
MPTP block – inhibitors of mitochondrial permeability transition pore. isolated mouse mitochondria, Ca2+ swelling absorbance, 30 min. inhibition, % at 10 µM. 1.4% of 360,000 active. AID 602449;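 active = inhibition of 50% or more, scaled per plate between neutral and stimulator controls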;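 note: 0% = DMSO wells given calcium and 100% = 1 mM EGTA wells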
NR3A LBD binder – NR3A (human) ligand-binding domain modulation; NR3A LBD differential scanning fluorimetry, Tm shift; 0% = protein alone, 100% = glycine-bound protein; 2.5% of 340,000 active; Tm shift relative to glycine control, % at 25 µM;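 active = melting temperature shift of at least 10% of the positive control shift, at one fixed dose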
SENP6 inh – SENP6 protease inhibition; Recombinant SENP6 catalytic domain, aminoluciferin luminescence; inhibition, % at 10 µM; 1.8% of 330,000 active; AID 2599;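 active = inhibition above about 50% at the single tested dose, limit read from the data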;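 note: plate controls were DMSO wells with enzyme for no effect and DMSO wells lacking enzyme for full effect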
Target sequence (Q9GZR1 628-1112 limits assumed): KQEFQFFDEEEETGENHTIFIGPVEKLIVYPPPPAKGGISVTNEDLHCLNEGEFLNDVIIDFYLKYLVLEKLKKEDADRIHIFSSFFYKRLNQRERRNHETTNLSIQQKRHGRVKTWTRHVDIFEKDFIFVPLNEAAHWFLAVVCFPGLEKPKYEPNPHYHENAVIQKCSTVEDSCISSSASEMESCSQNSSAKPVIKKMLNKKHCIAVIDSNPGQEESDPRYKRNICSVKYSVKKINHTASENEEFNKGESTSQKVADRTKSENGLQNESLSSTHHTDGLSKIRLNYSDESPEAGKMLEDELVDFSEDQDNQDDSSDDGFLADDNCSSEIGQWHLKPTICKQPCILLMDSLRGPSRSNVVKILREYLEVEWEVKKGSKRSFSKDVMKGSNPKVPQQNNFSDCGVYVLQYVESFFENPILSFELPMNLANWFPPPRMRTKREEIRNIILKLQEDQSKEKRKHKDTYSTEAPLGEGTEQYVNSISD
SENP7 block – SENP7 protease inhibition | 1.5% of 330,000 active | recombinant SENP7, Z-RLRGG-aminoluciferin luminescence, 40 min | Q9BQF6 | inhibition, % at 5 µM;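 active = inhibition above about 50% at the single test dose, limit read from the data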;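 note: plate controls were DMSO with enzyme for no effect and no enzyme buffer wells for full effect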
Target sequence (Q9BQF6 706-1050 limits assumed): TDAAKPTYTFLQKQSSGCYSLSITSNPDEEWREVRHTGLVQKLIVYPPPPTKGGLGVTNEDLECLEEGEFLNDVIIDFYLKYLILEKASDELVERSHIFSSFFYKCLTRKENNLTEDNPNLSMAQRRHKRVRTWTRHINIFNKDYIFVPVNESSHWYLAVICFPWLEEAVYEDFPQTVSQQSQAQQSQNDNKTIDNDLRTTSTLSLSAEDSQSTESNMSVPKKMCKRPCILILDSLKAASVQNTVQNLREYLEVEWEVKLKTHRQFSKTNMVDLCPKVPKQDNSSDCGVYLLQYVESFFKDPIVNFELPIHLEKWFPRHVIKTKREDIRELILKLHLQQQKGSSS
HKDC1 inhibitor – blocks human hexokinase HKDC1 activity; 0.16% of 340,000 active; inhibition, % at 20 µM; recombinant HKDC1, G6PDH/diaphorase resazurin coupled fluorescence;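 active = inhibition above about 35% when tested at 20 µM, limit read from the data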;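 note: plate controls were DMSO wells with enzyme for no effect and DMSO wells lacking enzyme for full effect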
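Incubation: 90 min at room temperature in dark / Material: recombinant HKDC1 (HK5) hexokinase enzyme, produced in-house / Quantity: enzyme 5 µg/mL final / Compound: one dose of 20 µM, 1% DMSO / Reagent: glucose and ATP substrates / Buffer or medium: Tris pH 8.0 buffer with MgCl2, Tween-20, BSA, BME / Technique: resorufin fluorescence at 613 nm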
An asterisk follows results filed as active; x = no result given. Outcome played no part in choosing rows. Share with any hit: about 6.9%.

Every second line gives: ATG4B inh, PfGluPho inh, SENP8 inh, MPTP block, NR3A LBD binder, SENP6 inh, SENP7 block, HKDC1 inhibitor
> CCc1ccc(N2C(=O)C(Cl)=C(Nc3ccc(C(=O)N4CCCC4)cc3)C2=O)cc1
    0, -17, 26, -0.5, -2, 5, -5, -1
> COc1cccc2sc(N)nc12
    -10, -7, 9, -1.4, 0, 2, -8, -4
> NC(=O)CC(NC(=O)Cc1ccc(Br)cc1)c1ccc(NCCN2CCCCC2)c([N+](=O)[O-])c1 (stereo unspecified)
    6, 15, 23, -0.9, -2, -6, 1, 6
> COc1ccc(C(CNC(=O)c2ccc(S(=O)(=O)N(C)C)cc2)N2CCCCC2)cc1 (stereo unspecified)
    -7, -6, 6, -2.7, 1, -13, -3, -8
> Cc1cccc(/C=N/NC(=O)Cn2nc(C)cc2C)n1
    -3, -13, 4, -1.5, -4, 13, 5, -9
> O=[N+]([O-])c1ccccc1OCCOCCOc1cccc2cccnc12
    -2, 3, 7, -0.4, 0, 0, 2, -7
> CC(C(=O)Nc1ccc(S(=O)(=O)N2CCCC2)cc1)N1CCN(c2ccccc2O)CC1 (stereo unspecified)
    -6, 15, 10, -0.3, -4, -13, 1, 7
> O=C(/C=C/c1ccc(O)c(O)c1)OC1C(O)CC(OC(=O)/C=C/c2ccc(O)c(O)c2)(C(=O)O)CC1O (stereo unspecified)
    -1, 15, 11, 0.3, 1, x, x, -2
> C=C(C)CNC(=S)NNC(=O)CCn1c2ccccc2c2ccccc21
    1, 1, -5, 3.8, 1, -9, 4, 1
> O=c1c2oc3nc4c(cc3c2ncn1CCCc1ccccc1)CCCC4
    -8, 15, 10, 3.3, 2, -14, 0, 12
> Cc1ccc(C(=O)Nc2nnc(-c3ccncc3)s2)o1
    4, -4, -346, 1.3, 2, -4, -13, -6
> CC(=O)N1CCC(N(CCCOC(C)C)C(=O)Nc2ccc(Cl)cc2)CC1
    2, -16, 13, -0.1, 5, 4, -4, -4
> N#Cc1c(C#N)c(O)c2ccccc2c1O
    -3, 58, -235, -0.7, 2, 6, 0, 10
> Cc1cc(Br)c(S(=O)(=O)NCc2cccnc2)cc1C
    -6, 30, 14, 0.1, -1, 2, 1, -3
> Nc1cc2c(cc1Cl)-c1ccccc1C2
    -5, 18, -13, -0.6, 3, x, x, -1
> COC(=O)[C@@]1(Cc2ccc(F)cc2)[C@H]2c3cc(C(=O)N4CCCC4)n(Cc4ccc(C(F)(F)F)nc4)c3C[C@H]2CN1C(=O)c1ccccc1
    6, 10, x, x, -2, -5, 1, 1
> O=C(COC(=O)/C=C/c1cccc(Cl)c1)NC(=O)NCc1ccccc1
    1, 3, 6, -0.2, 0, -26, -4, -2
> CCCNC(=O)c1ccccc1NC(=O)CSCc1ccc(OC)cc1
    2, 19, 3, 0.0, 13*, -9, -17, -6
> O=C(O)c1ccc(Nc2nc(-c3ccc([N+](=O)[O-])cc3)nc3ccccc23)cc1
    0, 24, 23, 2.6, 8, -8, -2, 3
> COc1c(Cl)cc(Cl)cc1/C=N/n1cnnc1
    -10, 4, -12, 0.5, 0, 2, 3, -3
> COc1cccc(CN(C)C(=O)c2ccc(C)c(S(=O)(=O)N3CCCCC3)c2)c1
    -1, 2, -2, -0.6, -4, -13, 0, 3
> CC(C)(C)c1ccc(Oc2ccc(N)cn2)cc1
    -2, 12, -27, 4.5, 0, 24, 9, 6
> COc1cccc2cc(C(C)N(CCCN3CCOCC3)C(=S)Nc3cccc(C)c3C)oc12 (stereo unspecified)
    -4, -9, 6, 0.6, -2, -8, -6, -2
> Cc1ccc(Cc2c[nH]c(=S)s2)cc1
    -11, 17, 1, -0.7, 3, -7, 0, -1
> COc1ccc2[nH]c(=O)c(CN(Cc3cccnc3)Cc3nnnn3CC3CCCO3)cc2c1 (stereo unspecified)
    -11, 7, -422, 0.2, 1, 5, 5, 2
> O=C(c1noc2c1CCCC2)N1CCOCC1
    -2, -1, 7, 2.2, 0, -22, 2, -8
> Cc1ccc(CNC(=O)C2CCN(C(=O)c3cccc(Cl)c3)CC2)cc1
    0, 0, 1, -0.5, 0, -1, -6, -5
> O=C1CCc2cc(S(=O)(=O)NCc3ccccc3)cc3c2N1CC3
    -5, -6, -1, -0.9, 2, -10, -1, -4
> Cc1c(NC(=O)c2cccc(NC(=O)Cc3ccccc3F)c2)c(=O)n(-c2ccccc2)n1C
    6, -6, 7, -1.8, -1, 2, -3, 0
> CCOC(=O)C1CCN(C(=O)CSc2c3c(nc4ccccc24)CCC3)CC1
    -6, -13, 12, 0.3, -1, -6, -8, -9
> COc1cc(NC(=O)C2CC(c3ccc(Cl)cc3)=NO2)cc(OC)c1OC (stereo unspecified)
    2, 13, 6, 1.4, -2, 5, -1, 1
> O=C(COC(=O)c1ccc(F)c(S(=O)(=O)N2CCOCC2)c1)NCc1ccccc1
    -6, 15, -1, -0.4, 3, -11, 1, -6
> COc1cc(NC(=O)CCn2c(=O)oc3ccccc32)cc(OC)c1OC
    -1, -8, 32, -0.8, -2, -12, -10, -6
> CCNC(=O)COC(=O)C1C(C(=O)OCC)=C(C)NC(C)=C1C(=O)OCC
    -9, -2, -238, -0.3, -1, 22, 2, 1
> CCCN(CCC)S(=O)(=O)c1cccc(-c2csc(C)n2)c1
    1, 2, 22, 2.9, -2, 15, -5, -1
> COc1cccc(/C=C/C(=O)c2c(O)cc(C)oc2=O)c1O
    -5, 13, -9, -1.1, 1, 11, 3, 14
> CC(NC(=O)c1ccco1)c1nc(-c2ccc(C(C)(C)C)cc2)no1 (stereo unspecified)
    3, 66*, -1, 2.9, -3, -10, -6, 0
> CCCCN(C(=O)CN1CCOCC1)c1c(N)n(CC(C)C)c(=O)[nH]c1=O
    31, -2, 1, 0.0, 0, 8, 9, -12
> NC1=NC[C@H](Cc2ccc(O)cc2)N1CCc1cc(C(F)(F)F)cc(C(F)(F)F)c1
    -11, -5, 11, 0.7, 0, -14, 10, -2
> CCCCN1C(=O)N(c2ccccc2Cl)C(C)(O)CC1(C)C (stereo unspecified)
    7, -9, 6, 0.1, -1, -13, -3, 2

Part of the list above, set out differently.
smiles: CCCCN(C(=O)CN1CCOCC1)c1c(N)n(CC(C)C)c(=O)[nH]c1=O
- ATG4B inh: 31
- PfGluPho inh: -2
- SENP8 inh: 1
- MPTP block: 0.0
- NR3A LBD binder: 0
- SENP6 inh: 8
- SENP7 block: 9
- HKDC1 inhibitor: -12
smiles: Cc1c(NC(=O)c2cccc(NC(=O)Cc3ccccc3F)c2)c(=O)n(-c2ccccc2)n1C
- ATG4B inh: 6
- PfGluPho inh: -6
- SENP8 inh: 7
- MPTP block: -1.8
- NR3A LBD binder: -1
- SENP6 inh: 2
- SENP7 block: -3
- HKDC1 inhibitor: 0
smiles: COc1cccc2cc(C(C)N(CCCN3CCOCC3)C(=S)Nc3cccc(C)c3C)oc12 (stereo unspecified)
- ATG4B inh: -4
- PfGluPho inh: -9
- SENP8 inh: 6
- MPTP block: 0.6
- NR3A LBD binder: -2
- SENP6 inh: -8
- SENP7 block: -6
- HKDC1 inhibitor: -2

Continued:
Every second line gives: ATG4B inh, PfGluPho inh, SENP8 inh, MPTP block, NR3A LBD binder, SENP6 inh, SENP7 block, HKDC1 inhibitor
> CC1(C)CC(NC(=O)COc2ccc3c4c(c(=O)oc3c2)CCCC4)CC(C)(C)N1
    -2, 3, -327, -0.8, -1, 3, -2, -1
> O=C(CN1C(=O)NC(Cc2c[nH]c3ccccc23)C1=O)Nc1ccc(Br)cc1F (stereo unspecified)
    -6, 23, -4, -0.7, 12*, -7, 9, -2
> Cc1ccc(C(=O)CCC(=O)Nc2ncccc2C)cc1
    9, -11, -52, -0.1, -1, -1, -10, -3
> CC(=O)C1=C(C)Nc2cc(C(F)(F)F)ccc2S1
    3, 46, -10, 0.8, 0, -7, -7, -4
> Cc1cnc(C(=O)N2CCCC(N3CCN(c4ccccc4F)CC3)C2)cn1 (stereo unspecified)
    9, -14, 8, -0.7, 2, -12, -7, -5
> C[n+]1cccc(C(=O)NCC2CCCO2)c1 (stereo unspecified)
    8, -6, 15, -1.9, -1, 13, 11, 0
> Cc1ccc(NC(=O)CSCC(=O)N2c3ccccc3CCc3ccccc32)cc1
    -13, -9, 3, 3.9, -4, 5, 7, -8
> COc1cc(NC(=O)C2=CC(c3ccco3)=NS(=O)(=O)N2C)cc(OC)c1OC
    -5, -3, 22, -0.1, -3, 9, -3, -4
> COc1cccc(N(CC(=O)N2CCN(C)CC2)S(=O)(=O)c2ccccc2)c1
    -11, -10, 23, -1.1, 1, -11, -11, -4
> Cc1cc(C#N)c(C)n1-c1cc(S(=O)(=O)N2CCOCC2)ccc1N1CCCC1
    -17, 57, -8, -0.5, 1, 1, 3, -2
> Cc1noc(C)c1COC(=O)c1csc2c1CCCC2
    6, -39, 3, 0.9, -1, -14, 12, 1
> CS(=O)(=O)c1ccc2nc(NC(=O)c3cc([N+](=O)[O-])cc([N+](=O)[O-])c3)sc2c1
    -4, 1, 8, 20, -6, 17, 3, 3
> Cc1ccccc1CS(=O)(=O)CCC(=O)NCc1ccc(F)cc1Cl
    22, 7, 9, 0.2, 1, 5, -2, -5
> COc1cc(S(=O)(=O)n2nc(C)cc2C)ccc1Cl
    -2, -3, 16, 0.1, 1, -22, -8, -2
> COc1ccc(-c2csc(NC3=NCCCCC3)n2)cc1
    -7, -2, 2, -0.5, 2, 2, -2, -7
> O=C(Nc1ccc(Cl)cc1)Nc1nc(-c2sccc2Br)cs1
    16, -3, 34, 41, 0, -10, 1, 1
> CN(Cc1ccccc1)C(=O)c1cc2cc(F)ccc2[nH]1
    5, -3, -16, 1.2, -1, 5, 2, -3
> Cc1csc(NC(=O)C(NC(=O)c2ccccc2F)C(C)C)n1 (stereo unspecified)
    2, 5, 6, 3.0, -1, -3, -4, -6
> Cc1ccnc(NC(=O)COc2ccc3c(c2)CCC3)c1
    -1, 4, 7, -3.1, 0, 82*, 94*, -2
> CC1=N/C(=C\c2ccc3c(c2)OCO3)C(=O)N1c1ccc(C(=O)O)cc1
    35, -15, -45, -0.2, 0, 6, 8, 12
> O=C1COc2cccnc2N1
    -9, -4, 1, 1.1, -1, 11, 12, -4
> CCc1c(C)[nH]c2c(C)cccc2c1=O
    -3, 4, 3, -1.1, 3, -1, -4, 2

Gathered by group: the compounds so far with a Cl atom (11)
Every second line gives: ATG4B inh, PfGluPho inh, SENP8 inh, MPTP block, NR3A LBD binder, SENP6 inh, SENP7 block, HKDC1 inhibitor
> CCc1ccc(N2C(=O)C(Cl)=C(Nc3ccc(C(=O)N4CCCC4)cc3)C2=O)cc1
    0, -17, 26, -0.5, -2, 5, -5, -1
> CC(=O)N1CCC(N(CCCOC(C)C)C(=O)Nc2ccc(Cl)cc2)CC1
    2, -16, 13, -0.1, 5, 4, -4, -4
> Nc1cc2c(cc1Cl)-c1ccccc1C2
    -5, 18, -13, -0.6, 3, x, x, -1
> O=C(COC(=O)/C=C/c1cccc(Cl)c1)NC(=O)NCc1ccccc1
    1, 3, 6, -0.2, 0, -26, -4, -2
> COc1c(Cl)cc(Cl)cc1/C=N/n1cnnc1
    -10, 4, -12, 0.5, 0, 2, 3, -3
> Cc1ccc(CNC(=O)C2CCN(C(=O)c3cccc(Cl)c3)CC2)cc1
    0, 0, 1, -0.5, 0, -1, -6, -5
> COc1cc(NC(=O)C2CC(c3ccc(Cl)cc3)=NO2)cc(OC)c1OC (stereo unspecified)
    2, 13, 6, 1.4, -2, 5, -1, 1
> CCCCN1C(=O)N(c2ccccc2Cl)C(C)(O)CC1(C)C (stereo unspecified)
    7, -9, 6, 0.1, -1, -13, -3, 2
> Cc1ccccc1CS(=O)(=O)CCC(=O)NCc1ccc(F)cc1Cl
    22, 7, 9, 0.2, 1, 5, -2, -5
> COc1cc(S(=O)(=O)n2nc(C)cc2C)ccc1Cl
    -2, -3, 16, 0.1, 1, -22, -8, -2
> O=C(Nc1ccc(Cl)cc1)Nc1nc(-c2sccc2Br)cs1
    16, -3, 34, 41, 0, -10, 1, 1
